High-throughput results: PubChem BioAssay, National Center for Advancing Translational Sciences (NCATS)
TrxR1 inh – blocks rat thioredoxin reductase 1. 390,000 compounds, 1% hits. O89049. recombinant rTrxR1, NADPH fluorescence consumption, selenite substrate. Potency, µM (titrated, usually from 114 µM), for inactives: at the highest dose activity change, negative = inhibition, actives largely listed as inhibitors. AID 588453; further: potency means the concentration at half of the fitted maximal effect; on the % scale 0 is the no-effect control and ±100 the full control effect; nearly all actives have a fitted effect of over 65% in size
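Rat TrxR1 (90 nM in the dispensed reagent) was pre-reduced with 400 uM NADPH for 5 min at room temperature, then incubated with compound for 15 min. After 400 uM selenite was added, NADPH fluorescence (Ex 340/Em 450 nm) was followed for 8 min.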
TrxR1 substrate – substrates of rat thioredoxin reductase 1 | O89049 | purified TrxR1 substrate turnover, NADPH consumption readout | Potency, µM (series often up to 114 µM), inactives show at the top dose activity change, negative = substrate turnover | 390,000 compounds, 0.01% hits; further: potency means the concentration at half of the fitted maximal effect; on the % scale 0 is the no-effect control and ±100 the full control effect; nearly all actives have a fitted effect of over 50% in size
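Rat TrxR1, dispensed at 90 nM, was prereduced with 400 uM NADPH (final) for 5 min at ~22 deg C, then incubated with compound 15 min before 400 uM selenite. A first-read NADPH fluorescence drop versus no-compound background flagged substrates.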
Vif-A3F inh – blocks the Vif interaction with APOBEC3F; Potency, µM (top dose mostly 46.1 µM), without a hit: at the highest dose activity, negative = active; HeLa A3F-eYFP + Vif (tagged APOBEC3F with the HIV-1 protein that degrades it), YFP fluorescence increase; AID 602313; 390,000 compounds, 0.2% hits; further: potency means the concentration at half of the fitted maximal effect; % of control where 0% means no effect; nearly all actives have a fitted effect of over 65% in size
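Fluorescence increase (Ex 488/Em 500-530) after overnight compound treatment at 37 deg C flags inhibition of Vif-driven A3F-eYFP loss in stable HeLa A3F-eYFP/Vif cells seeded overnight beforehand.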
RGS4 inh – inhibitors of human regulator of G protein signaling 4 | 390,000 compounds, 0.039% hits | AID 504845 | P49798 | Potency, µM (highest dose often 114 µM), inactives show at the top dose activity change, negative = inhibition, actives largely listed as inhibitors | Transcreener GDP fluorescence polarization, RGS4-accelerated GTP hydrolysis; further: potency means the concentration at half of the fitted maximal effect; on the % scale 0 is the no-effect control and ±100 the full control effect; nearly all actives have a fitted effect of over 75% in size; some results filed as inactive show a strong effect at the top dose
Target sequence (P49798 whole entry, looked up): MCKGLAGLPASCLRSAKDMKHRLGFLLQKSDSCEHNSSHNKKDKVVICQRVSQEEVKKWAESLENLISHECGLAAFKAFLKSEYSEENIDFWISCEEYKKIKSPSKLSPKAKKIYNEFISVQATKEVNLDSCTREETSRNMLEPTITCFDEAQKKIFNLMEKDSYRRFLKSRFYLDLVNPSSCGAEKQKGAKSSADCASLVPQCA
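MLSMR compounds (23 nl, pin-transferred) preincubated 10 min at room temperature with a 500nM (2x) first reagent, then RGS4 at 900nM (2x) plus Transcreener GDP mix added; fluorescence polarization (620/688 nm) read before and after 90 min at 30 °C.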
LDHA block – blocks human lactate dehydrogenase A; AID 1347041; activity change, % (values are at about 110 or 230 µM); 480,000 compounds, 0.15% hits; purified LDHA, NADH/diaphorase-resazurin fluorescence; active compounds read low; in the data active means activity change below about -30%; inconclusive means mostly about -25% to -30%;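 further: plate controls were DMSO wells for no effect and wells without enzyme for full effect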
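Enzyme activity of human lactate dehydrogenase 5 (2 nM; 0.06 mM NADH, 0.2 mM pyruvate, 5 min, RT) is measured via a resazurin/diaphorase fluorescence readout of residual NADH.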
IDH1 R132H inh – human IDH1 R132H inhibition; IDH1-R132H enzyme, NADPH consumption, diaphorase/resazurin fluorescence; O75874; AID 602179; Potency, µM (top dose mostly 76.6 µM), without a hit: at the highest dose activity change, negative = inhibition, most hits filed as inhibitors; 390,000 compounds, 0.093% hits; further: potency means the concentration at half of the fitted maximal effect; on the % scale 0 is the no-effect control and ±100 the full control effect; nearly all actives have a fitted effect of over 65% in size
Target sequence (O75874 whole entry R132H, stated change not applied): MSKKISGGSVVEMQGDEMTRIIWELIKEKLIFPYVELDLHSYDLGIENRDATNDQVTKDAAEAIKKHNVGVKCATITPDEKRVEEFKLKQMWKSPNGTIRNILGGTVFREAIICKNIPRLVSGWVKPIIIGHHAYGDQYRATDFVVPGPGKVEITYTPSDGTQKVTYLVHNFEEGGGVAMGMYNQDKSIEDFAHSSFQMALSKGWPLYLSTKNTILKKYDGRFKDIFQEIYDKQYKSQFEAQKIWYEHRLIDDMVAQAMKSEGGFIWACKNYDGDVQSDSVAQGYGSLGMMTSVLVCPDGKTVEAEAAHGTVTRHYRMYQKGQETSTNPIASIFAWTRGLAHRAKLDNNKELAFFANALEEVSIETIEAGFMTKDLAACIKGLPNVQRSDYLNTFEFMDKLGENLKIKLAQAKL
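IDH1-R132H (0.5 ug/mL dispensed) in pH 7.5 Tris buffer was preincubated 30 min with compound, then given a substrate mix of 0.016 mM NADPH and 2 mM alpha-KG for 80 min at room temperature; remaining NADPH was read by diaphorase/resazurin fluorescence.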
USP1 inh – USP1/UAF1 (human) deubiquitinase inhibition; recombinant USP1/UAF1, Ub-Rhodamine cleavage fluorescence; O94782; AID 743255; Potency, µM (series often up to 57.1 µM), for inactives: at the highest dose activity change, negative = inhibition, actives largely listed as inhibitors; 390,000 compounds, 0.23% hits; further: potency means the concentration at half of the fitted maximal effect; on the % scale 0 is the no-effect control and ±100 the full control effect; nearly all actives have a fitted effect of over 60% in size; inactives centre near -12
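In this screen, compounds sit with the deubiquitinase complex (1nM) for 15 min at room temperature before Ub-Rho is added at 150nM final. Fluorescence rise is then followed for 6 reads every 60 seconds.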
Vif-APOBEC3G blk – Vif-A3G binding inhibition | AID 602310 | Potency, µM (top dose mostly 46.1 µM), without a hit: top-dose activity, negative = active, actives largely listed as inhibitors | HeLa A3G-eYFP + Vif (tagged APOBEC3G with the HIV-1 protein that degrades it), YFP fluorescence, overnight | 410,000 compounds, 0.076% hits | Q9HC16;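 further: potency means the concentration at half of the fitted maximal effect; on the % scale 0 is the no-effect control and ±100 the full control effect; nearly all actives have a fitted effect of over 60% in size; hits raise eYFP signal because A3G escapes Vif-driven loss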
Target sequence (Q9HC16 whole entry, looked up): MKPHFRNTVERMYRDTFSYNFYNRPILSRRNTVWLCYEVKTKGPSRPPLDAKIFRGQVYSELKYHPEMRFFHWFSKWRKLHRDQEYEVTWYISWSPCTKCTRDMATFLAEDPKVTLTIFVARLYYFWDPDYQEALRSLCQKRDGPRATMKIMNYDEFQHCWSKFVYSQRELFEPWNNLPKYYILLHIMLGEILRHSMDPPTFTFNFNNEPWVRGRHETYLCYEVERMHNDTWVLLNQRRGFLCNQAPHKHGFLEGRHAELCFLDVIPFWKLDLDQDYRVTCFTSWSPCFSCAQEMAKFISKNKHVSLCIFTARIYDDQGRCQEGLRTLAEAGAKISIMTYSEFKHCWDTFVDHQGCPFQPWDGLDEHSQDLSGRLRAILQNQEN
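HeLa cells stably expressing Vif and C-terminally eYFP-tagged A3G, seeded overnight at 37 deg C, then exposed to compound by pintool overnight at 37 deg C. Rise in yellow fluorescence (Ex 488/Em 500-530, Acumen) marks blocked Vif-driven A3G degradation.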
GRP78 ERSR act – induces the endoplasmic reticulum stress response in human glioma cells; U87-MG GRP78 promoter luciferase reporter, 16 h; Potency, µM, for inactives: at the top dose activation, most hits filed as activators; 420,000 compounds, 0.02% hits; further: potency means the concentration at half of the fitted maximal effect; series mostly up to about 76 µM; % of control where 0% means no effect; nearly all actives have a fitted effect of over 35% in size
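ERSR induction read as luciferase luminescence (Bright-Glo, 10 min at room temperature) in stably transfected human U87-MG glioma cells exposed to compounds for 16 h, using GRP78 as sensor.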
* marks the source's active call; other numbers are inactive results; ? = inconclusive; . = no result given; & = joins results of further samples; [ ] = another dose, or the depositor's remark. Unless noted, the call rests on the fitted dose curve; in most records, active means well fitted curve in the direction sought with a large enough effect; inconclusive means small, poorly fitted or top-dose-only effect, or another doubt; inactive means no such curve, though single readings can be large; an effect the other way counts as inactive or inconclusive.

SMILES,LDHA block,TrxR1 inh,IDH1 R132H inh,TrxR1 substrate,Vif-APOBEC3G blk,GRP78 ERSR act,RGS4 inh,USP1 inh,Vif-A3F inh
O=C(CNc1ccc(Br)cc1)c1ccc(Br)s1,-1,2%[57.1 µM],-14%,-1%[57.1 µM],-6%,3%,-30%,-21%,0%
CCc1ccc(NC(=O)CSc2nc3ccsc3c(=O)n2CCCCCC(=O)O)cc1,0,-2%[57.1 µM],-2%,-22%[57.1 µM],-2%,-4%,-4%,-14%,19%
COc1ccc(NC(=O)CCSc2nnc(C)s2)cc1,-8,14%[57.1 µM],13%,7%[57.1 µM],1%,-2%,25%,0%,0%
O=C(Nc1ccc2nc(N3CCOCC3)sc2c1)c1cc2ccccc2o1,3,.,15%,.,-20%,-5%,.,-21%,-8%
Fc1ccc2c(c1)C(c1ccncc1)=NNC(c1ccccc1)=N2,-3,-16%,2%,-11%,1%,0%,-9%,-18%,2%
CCc1nnc(NC(=O)CCN2C(=O)C3CCCCC3C2=O)s1 (stereo not drawn),-4,40%[activator],-10%,6%,1%,-1%,10%,-5%,-11%
Cc1ccc(Nc2nnc(SCC(=O)NCCN3C(=O)CSC3=O)s2)cc1C,-2,27%,0%,1%,-1%,0%,-3%,-22%,5%
O=C(NCc1ccc(Cl)cc1)c1noc2c1CCCCC2,-5,24%,8%,8%,-8%,7%,39%,-18%,-27%
COc1cccc(C2Nc3ccccc3NC3=C2C(=O)CC(C)(C)C3)c1 (stereo not drawn),2,-1%,-4%,-4%,0%,-5%,-15%,-29%,-9%
Cc1ccc(NC(=O)c2ccc(=O)n(CC(=O)Nc3cc(C)cc(C)c3)n2)cc1,5,16%[57.1 µM],4%,4%[57.1 µM],-4%,-1%,-14%,-12%,2%
CCOC(=O)c1c(C)[nH]c(CCC(=O)NCc2cccc(C)c2)c1C,0,13%[57.1 µM],8%,7%[57.1 µM],0%,-1%,-45%,-7%,0%
CCCOC(=O)C1=C(C)NC2=C(C(=O)CCC2)C1c1cccc(OC)c1OC (stereo not drawn),-3,-15%[57.1 µM],4%,23%[57.1 µM],-2%,-2%,29%,-3%,6%
CCn1cc(C(=O)N2CCN(c3cc(Cl)ccc3C)CC2)c(=O)c2cc(S(=O)(=O)N3CCCCC3)ccc21,-3,36%,-5%,12%,-2%,-4%,-2%,-14%,3%
NC(=O)NC(=O)COC(=O)c1ccccc1OCc1ccc(F)cc1,-1,10%,-2%,6%,0%,0%,0%,-19%,5%
C/C(=N\NC(=O)c1cccnc1)c1ccc(-n2ccnc2)cc1,-7,6%,-3%,0%,6%,1%,25%,-4%,0%
CCCCn1c(CCn2nc(C)c(Br)c2C)n[nH]c1=S,-2,-9%,3%,4%,-2%,0%,-10%,-13%,-4%
CC(C(=O)NCC1CCCO1)n1cc([N+](=O)[O-])cn1 (stereo not drawn),-2,14%,3%,1%,-10%,-3%,-31%,-23%,2%
O=c1cc(N2CCc3ccccc32)[nH]c(=O)n1-c1ccccc1,-5,-13%,4%,-6%,-1%,-4%,4%,-6%,2%
O=[N+]([O-])c1cc(NS(=O)(=O)c2ccc(Cl)nc2)ccc1Cl,-15,?,2%,0%,2%,-3%,-3%,-12%,-2%
O=C(O)c1c[nH]c2ccc(F)cc2c1=O,6,0%,0%,-5%,-3%,-2%,-1%,-9%,-6%
CC(=O)N1c2ccccc2NC2=C(C(=O)CCC2)C1c1ccc(F)cc1 (stereo not drawn),0,-10%,1%,-9%,-9%,-3%,2%,-6%,-16%
Cn1c(SCc2cccc(C#N)c2)nc2ccccc2c1=O,-11,31%,-11%,4%,0%,-6%,21%,-14%,13%
COc1ccc(NC(=O)CSc2cc(-c3ccccc3)nc(C)n2)cc1,-6,4%,2%,-3%,1%,-3%,34%,-20%,0%
NC(=O)NC(=O)CC1S/C(=N/N=C2/NC(=O)CS2)NC1=O (stereo not drawn),5,-2%[57.1 µM],-8%,0%[57.1 µM],0%,-6%,-2%,-3%,-4%
Cc1ccn2c(Nc3ccc(F)cc3)c(-c3ccccn3)nc2c1,0,-10%,2%,-11%,-12%,-3%,0%,0%,-16%
O=C1CCCCC1(O)Cc1ccc2c(c1)OCO2 (stereo not drawn),-1,23%,-3%,11%,-7%,2%,1%,-12%,1%
CN(C)S(=O)(=O)c1ccc(C(=O)Nc2cc3c(cc2C(=O)O)OCCCO3)cc1,-21,0%[57.1 µM],-5%,-4%[57.1 µM],1%,-6%,18%,-27%,-13%
O=C(c1cccs1)N1CCC(c2ccccc2)C1 (stereo not drawn),-13,25%[57.1 µM],21%,-1%[57.1 µM],1%,1%,-5%,0%,-3%
CN(CCCNC(=O)CN1C(=O)CC(C)(C)S(=O)(=O)c2ccccc21)C1CCCCC1,-2,-1%,7%,-3%,-3%,-4%,-9%,-14%,3%
O=c1c(S(=O)(=O)c2ccc(Cl)cc2)cn(Cc2ccccc2)c2ccc(F)cc12,-3,-6%,2%,-3%,-1%,-6%,-8%,-8%,-7%
COc1ccc(S(=O)(=O)N2CC(=O)Nc3ccccc32)cc1C,-4,13%,-4%,-2%,0%,-1%,14%,-16%,-10%
O=C(Nc1cccc(-c2csc(Nc3ccc(Cl)cc3)n2)c1)c1cccc(C(F)(F)F)c1,-14,13%,-4%,-8%,-10%,2%,31%,23%,-15%
COc1ccc(CN(C)C(=O)Cc2ccc(S(=O)(=O)N3CCOCC3)s2)cc1OC,-4,8%,12%,-7%,2%,-2%,25%,-10%,-2%
Cc1ccc(/C=C\c2nccc3c2[nH]c2ccccc23)cc1,-8&-6,47%&80%[activator],6%,45%&58%[activator],-1%&-7%,-1%&3%,-4%&7%,-6%,?
CC1CCN(c2nn3c(=O)c(C(=O)NCc4ccc(Cl)cc4)cnc3s2)CC1,-15,21%[57.1 µM],28%,5%[57.1 µM],2%,0%,4%,-24%,-4%
O=C(CN1C(=O)C2C3C=CC(C3)C2C1=O)N1CC=C(c2ccccc2)CC1 (stereo not drawn),0,3%[57.1 µM],7%,-4%,2%,5%,5%,-7%,-8%
O=C(COc1ncnc2sccc12)Nc1cccc(S(=O)(=O)N2CCOCC2)c1,-8,15%,7%,5%,2%,-5%,-6%,-9%,-19%
Cc1csc(=O)n1CCC(=O)OCC(=O)NNC(=O)c1ccc(Br)cc1,-4,-7%,-2%,-8%,0%,-3%,-9%,-1%,3%
c1cncc(-c2nnc(-c3cccs3)o2)c1,-2,16%[57.1 µM],3%,95%[activator][57.1 µM],-4%,0%,-3%,-2%,-6%
Cc1ccc(Nc2nc(N3CCOCC3)c3ccccc3n2)cc1,-4,-15%,10%,-2%,5%,?,-2%,-18%,2%
CC1CCN(c2nnc(N3CCC(C)CC3)c3ccccc23)CC1,-2,10%,2%,2%,0%,-1%,-8%,-22%,-5%
Cc1cc(=O)n(CC(=O)NCCC(C)C)c2c1c(C)nn2C,-4,10%[57.1 µM],5%,1%[57.1 µM],5%,-1%,-41%,-21%,-2%
COc1cc(C)ccc1OCCOCCOc1ccccc1Br,5,3%,1%,-2%,2%,1%,-3%,-25%,4%
CCC(C)c1c(NS(=O)(=O)c2ccc(C)cc2)o[nH]c1=O (stereo not drawn),-2,-13%[57.1 µM],-6%,-6%[57.1 µM],-2%,-2%,5%,11%,-12%
O=C(Cc1ccc([N+](=O)[O-])cc1)N1N=C(c2ccncc2)CC1(O)C(F)(F)F (stereo not drawn),-4,12%,3%,-2%,2%,3%,-93%[56.9 µM],-21%,-15%

Record cards (already shown). Screens in order: LDHA block	TrxR1 inh	IDH1 R132H inh	TrxR1 substrate	Vif-APOBEC3G blk	GRP78 ERSR act	RGS4 inh	USP1 inh	Vif-A3F inh
NC(=O)NC(=O)CC1S/C(=N/N=C2/NC(=O)CS2)NC1=O (stereo not drawn) is listed as 5	-2%[57.1 µM]	-8%	0%[57.1 µM]	0%	-6%	-2%	-3%	-4%
O=C(CNc1ccc(Br)cc1)c1ccc(Br)s1 is listed as -1	2%[57.1 µM]	-14%	-1%[57.1 µM]	-6%	3%	-30%	-21%	0%

Other entries follow:
SMILES,LDHA block,TrxR1 inh,IDH1 R132H inh,TrxR1 substrate,Vif-APOBEC3G blk,GRP78 ERSR act,RGS4 inh,USP1 inh,Vif-A3F inh
O=S(=O)(c1ccccc1)c1nc(-c2cccs2)oc1NCc1cccnc1,2,12%,3%,-6%,-6%,-2%,-27%,-16%,3%
O=C(NC(=S)NC1CCCCC1)c1ccc(Cl)cc1,2,?,-4%,6%,2%,19%,-34%,-23%,?
O=C(c1ccc(S(=O)(=O)N2CCOCC2)cc1)N1CCOCC1,-1,14%,1%,1%,1%,-3%,1%,-11%,1%
O=S(=O)(c1ccccc1Oc1ccc(Cl)cc1Cl)N1CCCCC1,-2,7%,-4%,2%,-5%,0%,-3%,-13%,-22%
Cc1cc(C)cc(NC(=O)[C@@H](NC(=O)c2ccco2)C(C)C)c1,-2,10%,-1%,-1%,-8%,-5%,-5%,-17%,-10%
Cc1nc2[nH]c(=S)n(C)c(=O)c2nc1C,-8,-35%,1%,-20%,-3%,-4%,-9%,-7%,3%

A portion of the library; rates above refer to the full screens.
